Peg3 promoter: Peg3 promoter-driven luciferase inhibitors, primary screen, cell-based, HeLa, luciferase luminescence; inhibition, % at 20 µM; 360,000 compounds, 1.7% hits; HeLa PEG-Prom luciferase reporter, overnight;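 active means inhibition of at least 50% at 20 µM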
NR2E3 ag-1: NR2E3 agonists in two-hybrid cells, primary screen, cell-based, luminescence, CHO-S, Gal4-NCOR/VP16-NR2E3; luciferase; 360,000 compounds, 0.35% hits; Photoreceptor-specific nuclear receptor (Homo sapiens), Q9Y5X4; inhibition of corepressor binding, % at 3.98 µM; AID 602229, 2012;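 active means inhibition above the mean of all tested compounds plus 3 SD, cut at about 70% in these data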;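 further: 0% = DMSO with NR2E3 transfected cells and 100% = cells lacking NR2E3 construct; higher means lower luciferase signal from less NR2E3 corepressor binding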
Target sequence (Q9Y5X4 whole entry, looked up, the tested form may be a part): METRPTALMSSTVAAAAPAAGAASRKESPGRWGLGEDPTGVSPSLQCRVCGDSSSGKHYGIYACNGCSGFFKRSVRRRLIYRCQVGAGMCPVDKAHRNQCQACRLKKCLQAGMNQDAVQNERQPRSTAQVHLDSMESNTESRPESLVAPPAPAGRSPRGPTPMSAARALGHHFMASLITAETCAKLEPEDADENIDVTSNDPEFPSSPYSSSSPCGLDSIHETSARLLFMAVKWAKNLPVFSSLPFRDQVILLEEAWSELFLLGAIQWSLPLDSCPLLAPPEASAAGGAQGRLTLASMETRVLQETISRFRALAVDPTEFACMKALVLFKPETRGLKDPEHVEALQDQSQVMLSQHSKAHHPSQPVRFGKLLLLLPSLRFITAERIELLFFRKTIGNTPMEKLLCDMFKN
TRPM1 prom inh: inhibitors of MITF-dependent TRPM1 promoter reporter, primary screen, cell-based, SK-MEL-5, single point, luciferase; SK-MEL-5 TRPM1 promoter luciferase, 24 h; inhibition, % at 12.5 µM; 330,000 compounds, 0.83% hits;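 active means mean inhibition across replicates of 60% or more, whatever share of single replicates reaches that level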; further: values of inactives mirror those of a sister screen read the other way
KKLEB tox: cytotoxicity in KKLEB CF airway cells, primary screen, cytotoxicity control for CF NF-kB inhibitor project, cell-based, uHTS, fluorescence assay plates | 360,000 compounds, 0.36% hits | activity change (cytotoxicity), % at 5 µM | KKLEB CF airway cells viability, ATPlite luminescence, overnight; stronger effect = lower value; cells stimulated with P. aeruginosa culture filtrate;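 active means corrected activity change at or below -50% at 5 µM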
NR2E3 ag-2: inhibitors of NR2E3-RetCOR corepressor binding, primary screen, NR2E3 agonist project, biochemical, TR-FRET, GST-NR2E3, biotin-RetCOR. Photoreceptor-specific nuclear receptor (Homo sapiens), Q9Y5X4. 1536-well. inhibition of corepressor binding, % at 4.78 µM. 320,000 compounds, 0.12% hits. AID 2300, 2010;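 active means percent inhibition above the cutoff of mean plus 3 SD of all tested compounds, set per screening campaign, cut at about 20% in these data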;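 further: 0% = DMSO wells and 100% = biotin wells as full block of FRET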
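Material: NR2E3–RetCOR corepressor complex | Quantity: 1.35 nM GST-tagged NR2E3 final | Schedule: 5 h at 4 °C | Replication: Singlicate compound wells | Reagent: RetCOR corepressor, biotinylated, 7 nM | Controls: Biotin wells as high control, 0.6% DMSO wells as low control | Signal: TR-FRET, Eu(K)-anti-GST donor, streptavidin-D2 acceptor, ex 340, em 617/671 nm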
Shn3 3UTR inh: reduction of Shn3 3'UTR firefly luciferase signal, primary screen, Schnurri-3 inhibitor project, cell-based, Clone20 osteoblasts, set 2. Clone20 osteoblast Shn3 3'UTR firefly luciferase, 24 h. inhibition, % at 12.5 µM. 360,000 compounds, 0.52% hits. AID 588674, 2011;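 active means mean inhibition of at least 75% with every replicate also reaching 75%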;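 further: 0% = median of neutral control wells and 100% = pilot-screen positive control compound; some compounds past the cut are filed as inactive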
CF NFkB block: inhibitors of PAF-induced NF-kB signaling, primary screen, cell-based, GFP fluorescence, uHTS | KKLEB NF-kB-GFP reporter, GFP fluorescence overnight | inhibition, % at 5 µM | 360,000 compounds, 0.86% hits | AID 588850, 2011;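 active means at least 50% inhibition at 5 µM, scaled per plate between neutral and stimulator controls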;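 further: PAF is a Pseudomonas aeruginosa culture filtrate used as stimulus; plate controls were PAF-stimulated DMSO wells for no effect and unstimulated DMSO wells for full effect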
CaV13 FRET inh: Disruptors of the CACNA1D IQ motif to Ca2+-dependent inactivation inhibitor domain association, primary screening, Förster resonance energy transfer in intact living …. HEK cells, CFP/YFP FRET ICDI-IQ, plate reader, 10 min; percent FRET-ratio fall versus neutral wells. inhibition, % at 12.3 µM. 340,000 compounds, 0.098% hits. AID 743397;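 active means mean replicate inhibition of at least 30% and at least 1% of replicates passing that level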;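 further: 0% = median of the neutral control wells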
PDI turbidity: inhibitors of human PDI, primary screen, biochemical, turbidity, single point, plate reader. AID 588391, 2011. PDI insulin aggregation turbidity, A650, 90 min. Protein disulfide-isomerase (Homo sapiens), P07237. inhibition, % at 10 µM. 350,000 compounds, 0.052% hits;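 active means mean inhibition across replicates of 30% or more, whatever share of single replicates reach that level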;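 further: absorbance from insulin aggregation driven by PDI reduction with DTT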
Target sequence (P07237 whole entry, looked up): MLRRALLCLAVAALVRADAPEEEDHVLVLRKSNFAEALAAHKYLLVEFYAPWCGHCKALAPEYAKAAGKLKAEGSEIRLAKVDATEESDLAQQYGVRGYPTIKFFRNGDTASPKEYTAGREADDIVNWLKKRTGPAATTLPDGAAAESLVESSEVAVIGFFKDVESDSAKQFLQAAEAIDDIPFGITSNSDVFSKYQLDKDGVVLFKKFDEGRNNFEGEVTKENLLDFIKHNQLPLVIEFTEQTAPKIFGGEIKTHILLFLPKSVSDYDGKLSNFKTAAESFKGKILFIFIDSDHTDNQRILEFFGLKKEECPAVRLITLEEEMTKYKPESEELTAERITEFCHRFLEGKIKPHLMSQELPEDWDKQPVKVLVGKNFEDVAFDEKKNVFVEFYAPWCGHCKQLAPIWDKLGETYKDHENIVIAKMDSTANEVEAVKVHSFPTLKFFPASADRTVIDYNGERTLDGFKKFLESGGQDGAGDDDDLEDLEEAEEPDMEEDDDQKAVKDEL
HIF-2a inh: HIF-2a reporter inhibitors, primary screen, luminescence, 786-0 RCC cells | 786-0 RCC cells HIF-2a reporter, luciferase luminescence, overnight | 360,000 compounds, 0.72% hits | AID 624352, 2012 | inhibition, % at 18.8 µM;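 active means inhibition of the luminescence signal of 40% or more relative to plate controls, in a single-dose primary screen at 18.75 µM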
Vif inh: HIV Vif self-association inhibitors, primary screen, imaging, HEK293T, single point. HEK293T cells, Vif self-association by quenched fluorescence, 24 h. inhibition, % at 7.49 µM. 340,000 compounds, 0.35% hits; in the data active means inhibition above about 50%, passing the limit was not always enough; further: some results filed as inactive read as strong as hits
Starred values were filed as active, the others as inactive; nt = not tested or not shown.

SMILES	Peg3 promoter	NR2E3 ag-1	TRPM1 prom inh	KKLEB tox	NR2E3 ag-2	Shn3 3UTR inh	CF NFkB block	CaV13 FRET inh	PDI turbidity	HIF-2a inh	Vif inh
CCOC(=O)C1CCN(c2cc3c(cc2NC(=O)c2ccccc2F)n(C)c(=O)n3C)CC1	9	-21	13	10	3	-7	-9	-6	9	-18	13
Cc1cc(C)cc(N(CC(=O)NCc2ccco2)S(=O)(=O)c2ccccc2)c1	6	-11	-8	14	0	4	-6	-7	-50	12	5
O=C(COc1coc(CN2CCN(c3cccc(Cl)c3)CC2)cc1=O)NC1CCCC1	11	3	4	12	1	22	-11	-2	0	-6	-3
CCCCCCC(=O)Nc1ccc(Cl)cn1	-102	4	-60	-10	1	-73	25	nt	-8	-98	nt
COc1ccc(OC)c(/C=N/NC(=O)c2ccc(=O)[nH]n2)c1	9	-23	13	5	0	-10	8	-3	14	21	0
C[C@H](CO)N1C[C@H](C)[C@@H](CN(C)Cc2ccncc2)Oc2c(NC(=O)CCC(F)(F)F)cccc2C1=O	2	-27	-8	7	nt	0	-15	-6	0	-2	nt
Cc1ccnc(NC(=O)C2CC(=O)N(c3ccc4c(c3)OCCO4)C2)c1 (configuration not stated)	-185	-103	-97	11	2	-96	6	-5	3	-90	-5
O=C(COc1cc([N+](=O)[O-])cc2cccnc12)NCCC1=CCCCC1	-3	1	-1	9	2	12	-3	-7	11	-9	13
CCN(C(=O)COC(=O)c1cc2c(s1)CCC(C)C2)c1c(N)n(Cc2ccccc2)c(=O)[nH]c1=O (configuration not stated)	0	-26	6	-6	nt	-7	15	-19	10	-7	18
COc1ccc(CCNC(=O)C2CC(=O)N(C3CCCCCCC3)C2)cc1OC (configuration not stated)	4	-26	4	7	-2	-4	-1	-8	10	8	-9
Cc1noc(C)c1C(=O)N1CCN(S(=O)(=O)c2ccc(F)cc2)CC1	2	9	9	-16	-1	-6	13	6	0	7	12
CON(C)S(=O)(=O)c1ccc2c(c1)NC(=O)C1CCCN21 (configuration not stated)	13	8	-3	-10	0	1	5	-5	-6	14	0
Cc1ccc(-c2cc(C(=O)Nc3cc(C(=O)O)ccc3C)c3ccccc3n2)cc1	-39	-28	13	-3	2	-10	3	17	0	-39	-13
COc1cccc(C(=O)Nc2cccc3ccccc23)c1	24	-3	-21	-9	nt	-3	16	-6	-5	-57	1
Cc1noc(NS(=O)(=O)c2ccc(N/C=C\C(=O)c3ccc(Br)cc3)cc2)c1C	-2	-46	5	10	2	-8	-34	3	2	-41	9
CCSc1nnc(NC(=O)[C@@H](NC(=O)c2ccc(C(C)(C)C)cc2)C(C)C)s1	-12	-22	-6	-10	-2	5	-19	-4	6	-12	-2
COCCCN(C(=O)CSc1nc2ccccc2c(=O)n1C)c1c(N)n(Cc2ccccc2)c(=O)[nH]c1=O	0	9	3	-10	nt	1	12	-6	1	16	-1
C#CCOCCOCCOCCNc1nc(N2CCN(C(=O)Cn3cc(CCO)nn3)CC2)nc(N2CCN(C(=O)[C@H](Cc3ccc(O)cc3)n3cc(CCO)nn3)CC2)n1	-6	-17	-5	3	nt	-11	-3	-13	5	15	1
CC(OC(=O)CCN1C(=O)C2CC=CCC2C1=O)C(=O)Nc1cccc(C#N)c1 (configuration not stated)	-28	7	4	4	-2	-7	-4	-6	7	-10	6
COC(=O)c1ccc2c(=O)n(CC3CCCO3)c(SCC(=O)NCCc3ccc(S(N)(=O)=O)cc3)nc2c1 (configuration not stated)	16	-12	7	-3	9	-6	2	0	9	17	-7
O=C(NCCC(NS(=O)(=O)OCC(Cl)(Cl)Cl)c1ccccc1)C(F)(F)F (configuration not stated)	18	-20	6	-6	6	12	5	-10	-4	19	-3
CN(C(=O)C1CCC(=O)N(CCCN2CCCC2=O)C1)C(C1CC1)C1CC1 (configuration not stated)	-7	-1	4	-7	0	-15	2	-3	0	-6	-3
CC(NC(=O)COC(=O)CNC(=O)C1CCCCC1)c1ccccc1 (configuration not stated)	-8	7	-2	15	1	-25	14	-5	8	3	-7
CCCCN(C)CCC(=O)Nc1ccc2c(c1)CCC2	6	18	1	5	3	-16	-9	-5	6	11	0
CC(C)CC(=O)N1CCN(C(=O)c2cccc(F)c2)CC1	-1	-13	-1	12	1	2	-1	-2	-4	15	16

Looked up by structure from the entries so far (six):
SMILES	Peg3 promoter	NR2E3 ag-1	TRPM1 prom inh	KKLEB tox	NR2E3 ag-2	Shn3 3UTR inh	CF NFkB block	CaV13 FRET inh	PDI turbidity	HIF-2a inh	Vif inh
Cc1noc(C)c1C(=O)N1CCN(S(=O)(=O)c2ccc(F)cc2)CC1	2	9	9	-16	-1	-6	13	6	0	7	12
COc1cccc(C(=O)Nc2cccc3ccccc23)c1	24	-3	-21	-9	nt	-3	16	-6	-5	-57	1
COC(=O)c1ccc2c(=O)n(CC3CCCO3)c(SCC(=O)NCCc3ccc(S(N)(=O)=O)cc3)nc2c1 (configuration not stated)	16	-12	7	-3	9	-6	2	0	9	17	-7
CC(OC(=O)CCN1C(=O)C2CC=CCC2C1=O)C(=O)Nc1cccc(C#N)c1 (configuration not stated)	-28	7	4	4	-2	-7	-4	-6	7	-10	6
COc1ccc(OC)c(/C=N/NC(=O)c2ccc(=O)[nH]n2)c1	9	-23	13	5	0	-10	8	-3	14	21	0
CN(C(=O)C1CCC(=O)N(CCCN2CCCC2=O)C1)C(C1CC1)C1CC1 (configuration not stated)	-7	-1	4	-7	0	-15	2	-3	0	-6	-3

Quoted from the listing:
COC(=O)c1ccc2c(=O)n(CC3CCCO3)c(SCC(=O)NCCc3ccc(S(N)(=O)=O)cc3)nc2c1 (configuration not stated) in CaV13 FRET inh reads 0
COc1ccc(OC)c(/C=N/NC(=O)c2ccc(=O)[nH]n2)c1 in NR2E3 ag-1 reads -23
O=C(COc1coc(CN2CCN(c3cccc(Cl)c3)CC2)cc1=O)NC1CCCC1 in Peg3 promoter reads 11
CC(NC(=O)COC(=O)CNC(=O)C1CCCCC1)c1ccccc1 (configuration not stated) in Shn3 3UTR inh reads -25
Cc1noc(NS(=O)(=O)c2ccc(N/C=C\C(=O)c3ccc(Br)cc3)cc2)c1C in CF NFkB block reads -34
O=C(COc1cc([N+](=O)[O-])cc2cccnc12)NCCC1=CCCCC1 in Shn3 3UTR inh reads 12

Next section
SMILES	Peg3 promoter	NR2E3 ag-1	TRPM1 prom inh	KKLEB tox	NR2E3 ag-2	Shn3 3UTR inh	CF NFkB block	CaV13 FRET inh	PDI turbidity	HIF-2a inh	Vif inh
CC1CCN(CCNC(=O)C2CCN(S(=O)(=O)c3cccc4nsnc34)CC2)CC1	-1	9	-4	18	2	-12	-7	-4	-5	9	16
Cc1cc(C(=O)NCC(c2ccco2)N(C)C)no1 (configuration not stated)	6	-14	2	15	-2	-10	-10	nt	-2	4	-5
COc1ccc(OC)c(C2CC(=O)OC3=C2C(=O)CC(C)(C)C3)c1 (configuration not stated)	-10	11	4	6	4	-10	22	-3	13	17	0
CCCCc1ccc(NC(=O)N[C@H](C(=O)O)C(C)CC)cc1 (some centres not stated)	4	15	-2	-4	0	-4	2	nt	-17	-8	3
COc1cccc(NS(=O)(=O)c2ccc(-n3cccn3)cc2)c1	23	31	3	9	-2	1	-3	-7	-10	9	-4
Cc1ccc(OCc2nnn(CC(=O)NS(=O)(=O)c3c(C)noc3C)c2-c2ccccc2)cc1	-1	5	nt	-4	nt	-21	7	-5	4	2	5
COc1ccc(C(=O)Nc2cc(-c3ccccc3)nn2-c2ccccc2F)cc1	-21	-2	-5	0	7	-11	-9	-9	0	-43	1
CCOc1nc(-c2ccccc2)ccc1-c1noc(-c2cccnc2)n1	7	-3	-2	2	4	1	8	-4	-5	6	10
NC(=O)C1CCN(C(=O)c2ccc(Cl)c(NC(=O)c3cccs3)c2)CC1	3	1	nt	-7	nt	6	16	-6	-10	4	-1
Cc1cc(C)c(SSc2nnnn2-c2ccccc2)c(C)c1	9	-13	nt	14	nt	-17	-33	-5	6	7	4
O=C(NCc1ccccc1)C(c1cccnc1)N(C(=O)c1csnn1)c1ccccc1 (configuration not stated)	4	-21	-37	9	0	-6	-16	-4	19	10	0
CC(C)(C)c1ccc(-n2ncc3c2CCCC3NC(=O)CCN2CCCCC2=O)cc1 (configuration not stated)	-5	52	15	-8	2	62	22	nt	-4	-1	-30
NC(=O)CSc1n[nH]c(=O)n1CCc1ccccc1	6	2	2	2	-1	-27	0	-5	3	11	nt
CC(C)CCNC(=S)Nc1ccccn1	0	-10	6	-7	-1	18	7	-5	-4	13	5
CCCn1c(N)c(N2CCCCC2)c(=O)n(CC(=O)Nc2ccccc2C)c1=O	9	-14	-6	0	-1	-3	-2	-6	-4	13	-5
CC(=O)NNC(=O)c1sc(=S)n(C)c1C	8	-9	6	5	0	-11	22	-4	0	16	-1
O=C(COC(=O)COc1ccccc1)Nc1ccc(OC(F)(F)F)cc1	2	6	5	-3	2	-1	-9	-4	-8	10	8
CC(=O)N(NC(=O)c1ccccc1Cl)C1CC(=O)N(c2ccc(C)cc2)C1=O (configuration not stated)	3	11	-2	10	4	-5	6	-4	7	-13	3
O=C(Nc1ccccc1C(=O)NCc1cccnc1)c1ccco1	15	-16	4	-3	2	1	12	-4	12	13	9
COc1ccc(CNS(=O)(=O)NCc2ccccc2F)cc1	8	-34	6	-1	-1	4	2	-6	4	9	-13
O=C(CSc1nnc(-c2ccccc2)n1Cc1ccccc1)N1CCOCC1	2	-15	1	-11	4	9	-9	-3	0	7	-15
CC(=O)Nc1cc(S(=O)(=O)Nc2ccccc2)c(C)cc1C	3	29	7	3	0	-2	-7	nt	-1	7	11

Compound activity deposited in PubChem by several laboratories.
